FBW7 activator: activators of human E3 ligase FBW7; AID 1259310; AlphaScreen FBW7–phospho-cyclin E peptide binding, activator screen; Q969H0; normalized activity (activation), % at 26.1 µM; 0.13% of 650,000 active; in the data active = normalized activity above about 1.9%;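 also: purified mutant Fbw7 with reduced substrate affinity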
Target sequence (Q969H0 whole entry, looked up): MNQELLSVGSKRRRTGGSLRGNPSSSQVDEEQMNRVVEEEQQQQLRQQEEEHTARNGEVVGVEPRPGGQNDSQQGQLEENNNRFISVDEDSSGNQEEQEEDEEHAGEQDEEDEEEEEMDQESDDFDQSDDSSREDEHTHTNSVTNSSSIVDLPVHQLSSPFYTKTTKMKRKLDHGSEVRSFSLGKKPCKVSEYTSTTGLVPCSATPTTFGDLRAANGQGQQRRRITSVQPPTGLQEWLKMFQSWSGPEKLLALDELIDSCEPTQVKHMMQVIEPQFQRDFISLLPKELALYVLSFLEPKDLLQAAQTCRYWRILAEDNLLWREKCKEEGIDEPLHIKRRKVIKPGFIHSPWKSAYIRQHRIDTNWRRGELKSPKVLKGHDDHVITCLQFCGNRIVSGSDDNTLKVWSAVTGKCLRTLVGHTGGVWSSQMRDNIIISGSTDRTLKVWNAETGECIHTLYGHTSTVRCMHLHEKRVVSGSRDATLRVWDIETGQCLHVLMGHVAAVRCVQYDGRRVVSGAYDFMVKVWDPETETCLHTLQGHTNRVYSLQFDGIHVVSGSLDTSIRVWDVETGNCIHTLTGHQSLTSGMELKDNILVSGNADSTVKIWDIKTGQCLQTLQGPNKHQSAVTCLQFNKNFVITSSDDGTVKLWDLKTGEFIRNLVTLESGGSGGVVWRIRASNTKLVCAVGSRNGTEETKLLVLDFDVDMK
TEAD-YAP block: TEAD-YAP interaction inhibition | AID 1259422 | inhibition, % at 9.12 µM | HEK-TIYL cells, TEAD-Gal4/YAP UAS-luciferase luminescence | 1.4% of 640,000 active; in the data active = inhibition above about 32%;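 also: 0% = median of test compound wells and 100% = reference inhibitor wells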
MITF inh: blocks human microphthalmia-associated transcription factor; O75030; AlphaScreen MITF homodimerization, bead proximity signal; inhibition, % at 2.6 µM; 0.91% of 650,000 active; in the data active = inhibition above about 50%;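 also: 0% = vehicle wells with protein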
GPR151 activ: activates the human receptor GPR151; 1% of 650,000 active; activation, % at 11.2 µM; PathHunter beta-arrestin GPR151 cells, luminescence; in the data active = activation above about 4.9%;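 also: 0% = median of compound wells and 100% = cells with positive control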
Target sequence (Q8TDV0 whole entry, looked up): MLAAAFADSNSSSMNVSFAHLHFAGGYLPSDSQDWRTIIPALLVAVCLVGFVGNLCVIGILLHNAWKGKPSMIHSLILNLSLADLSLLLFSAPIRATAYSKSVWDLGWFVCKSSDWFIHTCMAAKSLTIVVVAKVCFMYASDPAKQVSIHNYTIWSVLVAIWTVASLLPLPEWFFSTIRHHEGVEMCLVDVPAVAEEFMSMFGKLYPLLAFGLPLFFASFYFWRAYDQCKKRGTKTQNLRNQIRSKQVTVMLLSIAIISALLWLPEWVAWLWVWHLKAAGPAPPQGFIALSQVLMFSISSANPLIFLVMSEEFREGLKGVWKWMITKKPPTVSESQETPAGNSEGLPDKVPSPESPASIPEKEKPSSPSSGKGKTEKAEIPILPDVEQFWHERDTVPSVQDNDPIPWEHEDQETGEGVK
* marks the source's active call; other numbers are inactive results. Hits appear at their usual frequency; any-hit rate near 3.5%.

SMILES | FBW7 activator | TEAD-YAP block | MITF inh | GPR151 activ
CC#CC(=O)N1CCC(C(Cc2cccc(OC)c2)N(C)C(=O)c2cccnc2)CC1 (stereo not drawn) | -0.1 | 2 | 38 | -1.5
Cc1ccc(OCC(=O)Nc2ccc(S(=O)(=O)N(C)C)cc2)c(Br)c1 | -0.1 | 2 | -5 | 2.1
CC(C)C(C)(C#N)NC(=O)CSc1nnc(-c2ccccc2)o1 (stereo not drawn) | -0.1 | 0 | 8 | -0.5
C=CCONC(=O)Nc1ccccc1 | 0.0 | -3 | 6 | -1.0
CC(=O)OCCCN1C(=O)c2ccc(Oc3ccc4c(c3)C(=O)N(CCCOC(C)=O)C4=O)cc2C1=O | 0.0 | 13 | 6 | 3.1
Nc1ccccc1-c1ccccc1NC(=O)C(=O)O | 0.0 | -2 | 0 | 1.9
C=CCNc1nc2ccc([N+](=O)[O-])cc2nc1NCC=C | 0.5 | 17 | 7 | -0.4
COc1cc(Nc2cc(C(=O)NCCOc3ccccc3)ccn2)cc(OC)c1OC | -0.1 | 5 | 8 | -1.5
CCC(C)(C)NC(=O)CN(C(=O)c1csnn1)c1cccc2ccccc12 | -0.1 | 3 | 23 | -0.2
O=Cc1cc(Cl)c(OCC(=O)O)c(Cl)c1 | 0.1 | 0 | -17 | 0.4
O=c1[nH]c2cc3c(cc2cc1CN(CCO)S(=O)(=O)c1ccccc1)OCCO3 | -0.1 | 8 | 15 | 0.8
c1cncc(-c2nc(N3CCOCC3)c3ccccc3n2)c1 | -0.2 | -7 | 1 | 0.9
COc1cccc(NC(=O)NCc2noc3ccc(C)cc23)c1 | 0.1 | 6 | -2 | 0.6
Cc1cc(C)c(NC(=O)Cn2nc(C)n3cccc3c2=O)c(C)c1 | -0.1 | 9 | 1 | 1.5
Cc1c(C(=O)N2CCCC2)sc2ncnc(N3CCC(C)CC3)c12 | -0.1 | -8 | -2 | 1.5
Cc1cccc(NC(=O)C(C)NS(=O)(=O)c2ccccc2)c1 (stereo not drawn) | -0.1 | 13 | 4 | 2.3
O=C(Nc1cccc2nsnc12)c1ccc(Br)o1 | 0.5 | -1 | -44 | 0.3
COc1ccc(C(C)=O)cc1CSc1nc2cc(Cl)c3cccnc3c2o1 | -0.1 | 3 | 0 | -0.3
CCCC(C)NC(=O)COC(=O)c1ccc2c(c1)S(=O)(=O)c1ccccc1C2=O (stereo not drawn) | -0.1 | -6 | -12 | 0.1
Cc1nc(N2CCOCC2)sc1C(=O)NNC(=O)CCc1nc2ccccc2s1 | -0.1 | 7 | 7 | -0.7

Arranged by formula weight (largest number first): some entries from above.
SMILES | FBW7 activator | TEAD-YAP block | MITF inh | GPR151 activ
Cc1ccc(OCC(=O)Nc2ccc(S(=O)(=O)N(C)C)cc2)c(Br)c1 | -0.1 | 2 | -5 | 2.1
COc1cc(Nc2cc(C(=O)NCCOc3ccccc3)ccn2)cc(OC)c1OC | -0.1 | 5 | 8 | -1.5
CC#CC(=O)N1CCC(C(Cc2cccc(OC)c2)N(C)C(=O)c2cccnc2)CC1 (stereo not drawn) | -0.1 | 2 | 38 | -1.5
O=c1[nH]c2cc3c(cc2cc1CN(CCO)S(=O)(=O)c1ccccc1)OCCO3 | -0.1 | 8 | 15 | 0.8
CCCC(C)NC(=O)COC(=O)c1ccc2c(c1)S(=O)(=O)c1ccccc1C2=O (stereo not drawn) | -0.1 | -6 | -12 | 0.1
CCC(C)(C)NC(=O)CN(C(=O)c1csnn1)c1cccc2ccccc12 | -0.1 | 3 | 23 | -0.2
Cc1c(C(=O)N2CCCC2)sc2ncnc(N3CCC(C)CC3)c12 | -0.1 | -8 | -2 | 1.5
CC(C)C(C)(C#N)NC(=O)CSc1nnc(-c2ccccc2)o1 (stereo not drawn) | -0.1 | 0 | 8 | -0.5
COc1cccc(NC(=O)NCc2noc3ccc(C)cc23)c1 | 0.1 | 6 | -2 | 0.6
c1cncc(-c2nc(N3CCOCC3)c3ccccc3n2)c1 | -0.2 | -7 | 1 | 0.9
Nc1ccccc1-c1ccccc1NC(=O)C(=O)O | 0.0 | -2 | 0 | 1.9
O=Cc1cc(Cl)c(OCC(=O)O)c(Cl)c1 | 0.1 | 0 | -17 | 0.4

The list goes on:
SMILES | FBW7 activator | TEAD-YAP block | MITF inh | GPR151 activ
COc1ccc(NC(=O)CSc2nccn(-c3cccc(C)c3)c2=O)cc1Cl | 0.4 | 11 | 19 | -1.5
CN(C(=O)c1cnccn1)C1(C(=O)NC2CCCC2)CCCCC1 | 0.1 | 5 | 7 | -1.0
CCn1c(SCC(O)Cn2c3ccccc3c3ccccc32)nnc1-c1ccc(OC)cc1 (stereo not drawn) | -0.1 | 13 | -4 | 0.8
CC(=O)N1c2ccccc2NC2=C(C(=O)CCC2)C1c1ccc(N(C)C)cc1 (stereo not drawn) | -0.1 | -7 | 3 | -1.2
Cc1nc(Cl)n(-c2ccccc2)c1C=O | -0.3 | 5 | 0 | 0.7
O=C(N/N=C/c1ccc(Cl)c([N+](=O)[O-])c1)c1cccc([N+](=O)[O-])c1 | -0.1 | 7 | 7 | 0.3
COc1ccccc1-c1nnc(NC(=O)c2cccc3ccccc23)o1 | -0.1 | 10 | 22 | 0.7
Cc1cc(Oc2ccc(=O)n(C)n2)nc(Oc2ccc(=O)n(C)n2)n1 | 0.0 | 12 | 2 | -0.3
COc1ccc(S(=O)(=O)N2c3ccc(Cl)cc3C(C)=CC2(C)C)cc1 | 0.0 | 58* | 14 | -0.4
CCC(C(=O)Nc1c2c(nn1-c1ccc(Cl)cc1)CSC2)c1ccccc1 (stereo not drawn) | 0.5 | -7 | 15 | 1.1
COc1ccc(N2C(=O)c3ccc(Oc4cccc([N+](=O)[O-])c4)cc3C2=O)cc1O | -0.2 | -2 | -16 | 0.0
CCC(C)C(=O)Nc1nnc(SCC(=O)N2CCCCC2)s1 (stereo not drawn) | 0.0 | -3 | 14 | -0.5
COc1cc(/C=C/C(=O)OCC(N)=O)ccc1OCC#N | 0.2 | 6 | 7 | -1.6
Cn1c(=O)n(CCCl)c2ccccc21 | 0.1 | -4 | 11 | 0.3
COC(=O)[C@@H](C)NC(=O)C1CC(Cc2ccc(F)cc2)=NO1 (stereo partly drawn) | 0.1 | -19 | -7 | -0.8
COc1cccc(CC2(CO)CCN(Cc3ccc(NC(C)=O)cc3)CC2)c1 | -0.1 | 3 | -4 | -0.7
CCCCCc1nnc(NC(=O)C(=O)c2c[nH]c3ccccc23)s1 | 0.1 | -1 | -7 | 1.0
O=C(NCc1ccc2c(c1)OCO2)c1cccnc1SCc1ccccc1Cl | 0.0 | 14 | 0 | 0.1
COc1cccc(C2=N/C(=C\c3ccccc3Cl)C(=O)O2)c1 | -0.2 | -7 | -3 | 0.7
O=C(Nc1nnc(C23CC4CC(CC(C4)C2)C3)s1)c1cccs1 | 0.0 | 33* | 6 | 0.4
CCn1c(CN2CCc3nc(N4CCC(C)CC4)[nH]c(=O)c3C2)nc2ccccc21 | 0.0 | 14 | 12 | 1.5
CC(=O)Nc1ccc(NC(=O)CCc2nc(-c3ccccc3)no2)cc1 | 0.1 | 6 | 9 | 0.0
CC(C)c1nnc(SCC(=O)N2CCc3ccccc32)n1C | -0.2 | -8 | 0 | -0.7
Cc1nc2ccc(NC(=O)c3c(-c4ccccc4Cl)noc3C)cc2s1 | -0.2 | -15 | -50 | -0.3
CCCCN(CC)S(=O)(=O)c1cc(C(=O)Nc2ccc(Oc3ccccc3)cc2)ccc1F | -0.1 | 60* | -4 | 0.4
COc1cccc(-c2nnc(SCc3nc(N)nc(Nc4ccccc4C)n3)n2C)c1 | -0.1 | 4 | -4 | -3.0
Cc1ccc(N2CC(C(=O)Nc3ccc4ccccc4c3)CC2=O)cc1 (stereo not drawn) | 0.2 | 6 | 13 | -0.6
CC(C)C(OC(=O)CN1C(=O)COc2ccccc21)C(=O)NC(C)(C)C (stereo not drawn) | 0.2 | -9 | 16 | -0.7
COc1ccc(C(=O)N/C(=C/c2ccc([N+](=O)[O-])cc2)C(=O)Nc2ccc(C)cc2C)c(Cl)c1 | -0.1 | -5 | 0 | -0.8
Cc1ccc(C)c(NC(=O)CN2C(=O)C3(SCC(=O)N3c3ccc(F)c(F)c3)c3ccccc32)c1 (stereo not drawn) | 1.0 | 2 | 3 | -0.7
COc1cc2c(cc1OC)C(C(=O)O)C(c1ccccc1OC)N(C)C2=O (stereo not drawn) | -0.2 | -3 | -10 | -0.1
CC(=O)Nc1sc2c(c1C(N)=O)CCCCC2 | 0.2 | 8 | 5 | 0.1
CCc1cccc(NS(=O)(=O)c2ccc3c(c2)OCCN3C)c1 | 0.0 | 9 | 4 | 0.8
COc1cc(Nc2nc3c(NCCCN4CCCC4=O)ncnc3n2C(C)C)cc(OC)c1OC | -0.1 | -4 | -17 | -0.3
O=C(O)c1ccccc1N1C(=O)c2ccc(Oc3cccc(Oc4ccc5c(c4)C(=O)N(c4ccccc4C(=O)O)C5=O)c3)cc2C1=O | 0.9 | 2 | 15 | 1.3
CN(C)c1ccc2c(c1)OC(N)=C(C#N)C2c1ccc(Cl)cc1 (stereo not drawn) | 0.2 | 9 | 0 | 0.6
Cc1ccc2oc(-c3ccc(NC(=O)COc4cc(C)c(Cl)c(C)c4)cc3)nc2c1 | 0.1 | -17 | 10 | 1.1
COc1cc(C=C2C(=O)N(C)C(=S)N(C)C2=O)ccc1OCc1ccc([N+](=O)[O-])cc1 | -0.1 | -65 | 15 | -1.1
CCNc1nc(OC)nc(Oc2ccc(C(=O)OC)cc2)n1 | -0.1 | -1 | -11 | -0.5
COc1ccc(-c2nc(NCc3cccc(C(F)(F)F)c3)c3ncn(CCN4CCCC4=O)c3n2)cn1 | 0.1 | 1 | 2 | -2.8
CCOc1ccc(C2Nn3c(C)nnc3SC2C(=O)Nc2cc(C)cc(C)c2)cc1 (stereo not drawn) | 0.0 | 18 | 5 | -0.3
CCN1C(=O)C2(SC(NC(C)=O)=NN2C(C)=O)c2cc(Br)ccc21 (stereo not drawn) | -0.2 | 8 | 8 | 0.6
COc1ccc(C(=O)N[C@H](C(=O)N2CCN(c3ccccc3)CC2)C(C)C)cc1 | 0.0 | 2 | 6 | -0.5
COc1cc(/C=C2/C(=N)N3C(c4ccccc4)=CSC3=NC2=O)ccc1OCc1ccccc1 | -0.1 | -19 | 5 | -1.1
CC1=NN(Cc2cnc(Cl)s2)C(=O)c2ccccc2O1 | 0.1 | 2 | -5 | -0.2
Cc1c(Cl)cccc1NC(=O)c1cccc(Br)c1 | 0.1 | -15 | -9 | 0.9
N#Cc1cn(CC(=O)N2CCCc3ccccc32)c2ccccc12 | 0.1 | 9 | 6 | 0.3
CCOC(=O)c1ccc(N2C(=O)c3cccnc3C2=O)cc1 | -0.9 | 5 | 45 | -1.3
CCn1c(=O)c2c(nc(N3CCN(C)CC3)n2Cc2ccccc2)n(C)c1=O | 0.3 | 9 | 20 | -0.6
COc1cc(OC)cc(C(=O)N2CCC(O)(c3cccnc3)CC2)c1 | 0.0 | -6 | -8 | -0.8
CC(=O)c1c(C)[nH]c(C(=O)CN2C(=O)NC3(CCCCC3)C2=O)c1C | -0.1 | -11 | 1 | 1.0
CC(=O)N1CCC(N(C(=S)Nc2cccc(Cl)c2C)C(C)C)CC1 | 0.1 | -8 | -4 | 4.5
COc1cc(C(=O)N/C(=C/c2ccco2)C(=O)Nc2ccccc2)cc(OC)c1OC | 0.2 | -1 | 5 | 0.2
CCCOc1ccccc1NC(=O)c1ccc2nc(N)sc2c1 | 0.1 | -13 | 1 | -1.0
Clc1ccc(C2=NN3C(C2)c2ccccc2OC3c2ccccc2Cl)cc1 (stereo not drawn) | -0.4 | -49 | -3 | 0.5
O=C(NC1CCN(Cc2ccccc2)CC1)C1CCN(c2ccc(NCCN3CCOCC3)nn2)CC1 | -0.2 | -4 | -9 | -0.2
CCOC(=O)c1c(NC(=O)CN2C(=O)COc3ccc(Cl)cc32)sc(C)c1C | 0.9 | -5 | 4 | -0.5
Cc1cccc(CCNC(=O)c2noc3c2COc2ccccc2-3)c1 | 0.9 | -8 | 6 | -0.9
O=C(COc1ccc(C(=O)NC2CCCCC2)cc1)Nc1ccccc1 | -0.2 | -1 | -6 | 0.0
COc1cccc(OC)c1CNC(=O)CC1C(=O)NCCN1CC(C)(C)C (stereo not drawn) | 0.0 | 2 | 0 | -0.1

Going on with the list:
SMILES | FBW7 activator | TEAD-YAP block | MITF inh | GPR151 activ
CS(=O)(=O)N(CC(=O)NCC1CCCO1)c1ccccc1 (stereo not drawn) | 0.4 | -9 | 1 | 0.3
COc1ccc(NC(=O)Cn2cnc3scc(-c4ccc(C)cc4)c3c2=O)cc1OC | 0.0 | 0 | 2 | -1.3
N#Cc1cc([N+](=O)[O-])ccc1N1CC=C(c2ccccc2)CC1 | 0.0 | 3 | 0 | 1.3
CCSc1nnc(C)c(=O)[nH]1 | 0.2 | -4 | 21 | -1.7
COc1ccc(C(=O)NCc2nnc(SCC(=O)N3N=C(c4cccs4)CC3c3ccc(F)cc3)n2-c2ccc(F)cc2)cc1 (stereo not drawn) | -0.2 | 5 | -3 | -0.4
CC(C)(C)c1nnc2sc(SCC(=O)Nc3ccc4c(c3)OCCO4)nn2c1=O | 0.9 | -43 | 14 | -0.7
O=C(Nc1ccccc1C(=O)Nc1ccc(Cl)cc1)c1cccnc1 | 0.0 | 8 | 6 | 0.1
CN(C)C(=O)CN1CCN(c2nncc(-c3ccc(Cl)cc3)n2)CC1 | -0.1 | 12 | 7 | -0.3
Cc1ccc2c(c1)C1CN(C)CCC1N2C(=O)Nc1ccc(F)cc1F (stereo not drawn) | -0.2 | -8 | -3 | -0.2
Cc1ccc(NC(=O)CCNC(=O)Cn2ccc3ccccc3c2=O)cc1F | 0.1 | 8 | 9 | -0.4
